# High-throughput results from PubChem.
# Avidin bead fluor: green autofluorescence of compounds with avidin beads – biophysical, 488/530 nm, flow cytometry, artefact control, profiling panel; compound fluorescence 488/530 nm; stronger effect = higher value; fluorescence (KMESF) at 10 µM; 220,000 tested, 0.38% active; AID 1775, 2009; in the data active = fluorescence above about 47; note: inactives centre near 10
# RGS7-Gao: RGS7-Galphao binding modulators, primary screen, biochemical, multiplexed bead flow cytometry; actives lie on both sides; AID 1439, 2008; 220,000 tested, 0.35% active; Guanine nucleotide-binding protein G(o) subunit alpha (Homo sapiens), P09471; binding response (% of control), % at 10 µM; in the data active = binding response below about 49% or above about 150%; inconclusive = no clear call, values can overlap the other calls; inactive = in between;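 note: fluorescent Galphao held in activated GDP-AlF4 state binding bead-coupled RGS7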
# Target sequence (P09471 whole entry, looked up): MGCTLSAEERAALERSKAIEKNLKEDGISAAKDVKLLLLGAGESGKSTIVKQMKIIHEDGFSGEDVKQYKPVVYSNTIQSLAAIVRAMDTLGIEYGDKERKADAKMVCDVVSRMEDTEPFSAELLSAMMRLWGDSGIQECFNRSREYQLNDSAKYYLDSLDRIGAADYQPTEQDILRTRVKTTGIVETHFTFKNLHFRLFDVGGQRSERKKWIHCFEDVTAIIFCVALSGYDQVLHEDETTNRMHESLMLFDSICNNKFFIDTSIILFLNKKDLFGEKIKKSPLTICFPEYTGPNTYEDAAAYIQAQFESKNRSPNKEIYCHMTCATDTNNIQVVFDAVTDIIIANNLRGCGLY
# RGS4-Gao reg: modulators of RGS4 binding to Galphao, primary screen, biochemical, multiplexed bead flow cytometry | binding response (% of control), % at 10 µM | Guanine nucleotide-binding protein G(o) subunit alpha (Homo sapiens), P09471 | 220,000 tested, 0.33% active | actives lie on both sides; in the data active = binding response below about 49% or above about 150%; inactive = in between;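 note: fluorescent Galphao activated with aluminum fluoride binding bead-coupled RGS4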
# * = called active by the depositor; ? = inconclusive; . = no result given. An excerpt; count on the stated rates, not on these rows.
Avidin bead fluor | SMILES | RGS7-Gao | RGS4-Gao reg
7 | O=[N+]([O-])c1cccc(/C=C/c2ccccn2)c1 | ? | 104
9 | CCN(c1cccc2ccccc12)S(=O)(=O)c1ccc(Cl)nc1 | ? | 102
18 | O=C(CSc1nc2ccccc2n1Cc1ccccc1)N/N=C/c1ccccc1C(=O)O | ? | 102
7 | O=C1OCC/C1=C\c1ccc2c(c1)OCO2 | ? | 94
5 | CN(C)CCOC(=O)/C(=C/c1cn(C)c2ccccc12)NC(=O)c1ccccc1 | ? | 109
9 | O=C(O)CNS(=O)(=O)c1c(Cl)cccc1Cl | ? | 115
9 | CCOc1ccc(-n2ccnc2)nn1 | ? | 107
7 | Cc1cc(N/N=C/c2cccc([N+](=O)[O-])c2)nc(-n2nc(C)cc2C)n1 | ? | 97
6 | Cc1cc2c(NC(=O)Nc3ccc(C(C)(C)C)cc3)cccc2nn1 | ? | 100
3 | CN(C)c1ccc(P(=O)(OC2CCCCC2)C(O)c2ccccn2)cc1 (configuration not stated) | ? | 103
6 | COc1ccc(OC)c(-c2nc3ccccc3nc2-c2ccccc2)c1 | ? | 104
6 | COc1ccc2c(c1)c(C(C)=O)c(C)n2C | ? | 92
8 | CC(C)(C)NC(=O)C(c1ccncc1)N(Cc1cccs1)C(=O)c1csnn1 (configuration not stated) | ? | 101
4 | Cn1ccc(CC(=O)N2CCC(N3CCC(C(=O)N4CCCC4)CC3)CC2)c1 | ? | 97
8 | N#Cc1cc(-c2ccccc2)nc(N2CCNCC2)n1 | ? | 102
3 | CCOC(=O)Cc1csc(NC(=O)/C=C/c2ccccc2Cl)n1 | ? | 96
9 | COc1ccc(CNC(=O)C2CC(c3ccc(C(F)(F)F)cc3)=NO2)cc1 (configuration not stated) | ? | 100
4 | OCCC1CN(Cc2cccc3nccnc23)CCN1Cc1ccc(F)cc1 (configuration not stated) | ? | 102
14 | O=C1NCCCCC1NS(=O)(=O)c1ccc(F)c(F)c1 (configuration not stated) | ? | 107
10 | Cc1ccc(-c2cc(-c3ccco3)c3c(N)c(C(=O)NN)oc3n2)cc1 | ? | 122
2 | Cc1cccc(-c2n[nH]c(=S)n2/N=C/C=C/c2ccco2)c1 | ? | 97
12 | O=C(Nc1cccnc1)C1CCC(CNS(=O)(=O)c2cccc3nsnc23)CC1 (configuration not stated) | ? | 96
6 | O=C(Cc1nc2ccccc2[nH]1)c1ccc([N+](=O)[O-])cc1 | ? | 97
5 | O=S(=O)(Nc1n[nH]c(C(F)(F)F)n1)c1ccccc1 | . | 97
9 | CCOC(=O)C1CCN(C(=O)Nc2ccc(C)c(Cl)c2)CC1 | ? | 96
9 | COc1cc(C(CCN2CCCC(C)C2)c2c(OC)cc(OC)c3c2OC(=O)CC3c2ccc(N(C)C)cc2)cc(OC)c1OC (configuration not stated) | ? | 100
4 | CCNC(=S)Nc1cccc(S(=O)(=O)Nc2ccccc2OC)c1 | ? | 103
11 | CC(OC(=O)c1ccc(-c2ccc([N+](=O)[O-])cc2)o1)C(=O)NC(N)=O (configuration not stated) | ? | 107
7 | COc1ccc(Br)c(C(=O)NC(C)(C)CO)c1 | ? | 100
4 | COc1ccc2nc3cc(Cl)ccc3c(Nc3cc(C(C)C)c(O)cc3C)c2c1 | ? | 102

# Other results
Avidin bead fluor | SMILES | RGS7-Gao | RGS4-Gao reg
5 | O=C(NC(=S)Nc1cccc(O)c1)c1ccco1 | ? | 98
3 | COc1ccc(CC(=O)NCc2nn(-c3ccccc3)nc2C)cc1OC | ? | 94
6 | CCOC(=O)C1=C(C)C/C(=N\NC(=O)c2ccccc2O)CC1 | ? | 108
7 | O=[N+]([O-])c1ccccc1OCCOc1ccccc1[N+](=O)[O-] | ? | 99
8 | CNC(=O)Cn1c(C)cc(=O)c2cccc(OC)c21 | ? | 107
3 | O=C(CSc1cccc[n+]1[O-])N1CCc2ccccc21 | ? | 95
3 | Cn1nc(-c2ccc(Cl)cc2)cc1NC(=O)CCCC(=O)O | ? | 107
8 | Cc1cc2nc3n(c2cc1C)CC1CC(C(=O)NCC2CC2)N(C)C31 (configuration not stated) | ? | 102
7 | CCSc1cc(C)nc2c(-c3ccccc3)cnn12 | ? | 105
10 | COC(=O)C1=C(C(=O)OC)[C@@H]2N(Cc3ccccc3)c3ccccc3[C@@]23C[C@@H](C(=O)OC)N(C(=O)COCc2ccccc2)C3=N1 | ? | 98
3 | CN(C(=O)c1c[nH]c(=O)cc1C(F)(F)F)c1ccc(Cl)cc1 | ? | 95
3 | Cn1nc(C(F)(F)F)c(-c2ccccc2)c1NC(=O)c1ccco1 | ? | 82
3 | COc1ccc(C2=NN(CC(=O)Nc3cc(C)ccc3C)C(=O)CC2)cc1 | ? | 59
8 | C[C@@H]1CC=C[C@H]2[C@H]1C(=O)N(Cc1ccccc1)[C@H]2c1ccc(Br)cc1F | ? | 100
8 | COc1ccc(CC(=O)N2CCN(S(=O)(=O)c3cccs3)CC2)cc1OC | ? | 107
21 | CSc1nsc(SC)c1CO | ? | 108
29 | O=C(CSc1nc2sc3c(c2c(=O)[nH]1)CCC3)NCCO | ? | 107
13 | S=C1NCN(C2CCCCC2)CN1c1ccccc1 | ? | 98
7 | O=C1C=CC(=O)N1c1ccc(O)cc1 | ? | 100
7 | COCCNC(=S)N/N=C/c1ccc(-c2ccc([N+](=O)[O-])cc2)o1 | ? | 100
6 | N#CCCCCN1CCCC1 | ? | 101
4 | Cc1cc(NS(=O)(=O)c2ccc(NC(=O)CSc3nc4ncccc4[nH]3)cc2)nc(C)n1 | ? | 107
6 | O=C(/C=C/c1cc(Br)ccc1O)c1ccco1 | ? | 104
7 | COc1ccc(N=C2SC(C(N)=O)CC(=O)N2Cc2ccc3c(c2)OCO3)cc1 (configuration not stated) | ? | 101
8 | CC1(C)OC(=O)C(=NNc2ccccc2C(=O)O)C(=O)O1 | ? | 101
3 | O=C(N/N=C/C(Cl)=C/c1ccc([N+](=O)[O-])cc1)C(=O)Nc1cccc(C(=O)O)c1 | ? | 101
3 | Brc1ccc(N=Nc2ccc3ccccc3n2)cc1 | ? | 102
7 | Cc1cccc2cc(CN(C(=O)c3cccc([N+](=O)[O-])c3)C(C)C)c(=O)[nH]c12 | ? | 95
8 | O=c1oc2cc([N+](=O)[O-])ccc2nc1/C=C(O)/C=C/c1ccccc1 | ? | 100
15 | C/C(=N\NC(=O)C(=O)Nc1cc(C)ccc1C)c1ccncc1 | ? | 123

# Other records.
Avidin bead fluor | SMILES | RGS7-Gao | RGS4-Gao reg
7 | COc1ccc(Br)cc1/C=N/NC(=O)CN1CCN(Cc2ccccc2)CC1 | ? | 104
6 | Cc1cccc(C)c1-n1nnnc1-c1cnccc1C(F)(F)F | ? | 104
8 | Oc1ccc(-c2csc(-c3cccnc3)n2)cc1O | ? | 104
4 | COc1cccc(-n2c(N)c(C(=O)Nc3c(C)n(C)n(-c4ccccc4)c3=O)c3nc4ccccc4nc32)c1 | ? | 93
4 | CC1=NN2C(=N)/C(=C\c3cc(C)n(Cc4ccccc4)c3C)C(=O)N=C2S1 | ? | 93
10 | COc1ccc(C(=O)N2CC3(CC(c4cccc(NC(=O)COc5ccc(Cl)cc5)c4)=NO3)C[C@@H]2C(N)=O)cc1 (some centres not stated) | ? | 102
9 | Cc1ccc2nc(-c3ccc(NC(=O)CN4CCN(c5ccccn5)CC4)cc3)sc2c1 | ? | 104
8 | COc1ccc(CSc2nc(C)[nH]c2[N+](=O)[O-])cc1[N+](=O)[O-] | ? | 97
4 | O=C(CCc1nnc(CCCCc2ccccc2)o1)N1CCN(CCO)CC1 | ? | 92
8 | CCOC(=O)c1c(C)[nH]c(N=Nc2ccccc2Cl)c1C | ? | 100
10 | CN1CCC(=O)N([C@H](CSc2ccc(Br)cc2)Cc2ccccc2)CC1 | ? | 97
8 | Cc1ccc(C(C)C)c(OCC(=O)NNC2=CC(=O)CC(C)(C)C2)c1 | ? | 97
6 | CC(C)OCCCNC(=O)C(=O)N/N=C/c1ccc(OCc2ccccc2)cc1 | ? | 101
9 | CC12CC3CC(C)(C1)CC(Nc1nc(N4CCOCC4)nc4ccccc14)(C3)C2 | ? | 103
9 | COC(C[C@H]1O[C@H]1[C@@H](O)COCc1ccccc1)OC | ? | 101
6 | Cc1[nH]n(C)c(=O)c1C(=O)c1c(-c2c(Cl)cccc2Cl)noc1C | ? | 108
7 | Cn1c2c(c(=O)n(C)c1=O)C(c1cccc(F)c1)C(C#N)=C(N)O2 (configuration not stated) | ? | 102
7 | Cc1cccc(OCC(=O)NCC(=O)N/N=C/c2ccc(O)cc2O)c1 | ? | 89
4 | Cn1cc(Br)c(-c2cccc(NC(=O)CC(C)(C)CC(=O)O)c2)n1 | ? | 104
10 | O=C(c1cnc2ccc3ccccc3c2c1)c1cc(F)ccc1O | ? | 106
6 | Cc1cccc(C)c1NC(=S)NCc1ccncc1 | ? | 118
6 | Cc1ccccc1-n1c(-c2ccc3ccccc3n2)n[nH]c1=S | ? | 99
9 | O=[N+]([O-])c1ncn(C23CC4CC(CC(C4)C2)C3)n1 | ? | 115
7 | O=C(N/N=C/c1ccccc1C(=O)O)c1cccc(S(=O)(=O)Nc2cc(Cl)ccc2Cl)c1 | ? | 98
5 | Cc1[nH]nc(Nc2ccc(Br)cc2)c1[N+](=O)[O-] | ? | 98
7 | O=C(C1=C(O)C(=O)N(c2nccs2)C1c1ccccc1)c1cc2ccccc2o1 (configuration not stated) | ? | 98
5 | O=C(NCc1cccnc1)c1ccccc1NS(=O)(=O)c1ccc(F)cc1F | ? | 99
6 | Cc1nc(C(=O)NCC(=O)c2ccccc2)c(C(F)(F)F)o1 | ? | 97
9 | COc1ccc(CNC(=S)N2CCN(S(=O)(=O)c3cccc(F)c3)CC2)cc1 | ? | 100
6 | O=C(Nc1cccc([N+](=O)[O-])c1)C1C2CC/C=C\CCC21 (configuration not stated) | ? | 95

# Further entries.
Avidin bead fluor | SMILES | RGS7-Gao | RGS4-Gao reg
3 | Nc1ccccc1Sc1ccc(C(F)(F)F)cc1[N+](=O)[O-] | ? | 104
7 | CCOC(=O)C1CCN(C(=O)c2cc(C)n(C(C)(C)C)n2)CC1 | ? | 96
12 | COc1cc(/C=C2\SC(=S)N(NS(=O)(=O)c3ccccc3)C2=O)ccc1O | ? | 107
8 | CCN(CC)CCNC(=O)c1cc([N+](=O)[O-])c(N(C)C)cc1OC | ? | 95
11 | O=c1c2cc(Cl)ccc2nc(-c2ccc(Cl)c(Cl)c2)n1O | ? | 99
7 | Nc1sc(-c2ccccc2)cc1-c1n[nH]c(=S)n1C1CCCCC1 | . | 99
6 | CN(C)CCNC(=O)C(c1ccccc1)c1ccccc1 | ? | 104
5 | O=c1c2cc(-c3ccccc3)sc2nc2n1N=C(c1cccs1)CS2 | ? | 97
6 | O=C(Nc1cccc(S(=O)(=O)NC2=NCCC2)c1)c1cc(-c2ccccn2)nc2ccccc12 | ? | 100
